Bioassay records (PubChem)
LGR2 inh = inhibitors of bursicon-induced LGR2 CRE-luciferase signal, primary screen, cell-based, HEK293, CRE-luciferase reporter, bursicon stimulation; 380,000 compounds, 0.35% hits; inhibition, % at 9.99 µM; AID 720647, 2013; bursicon-stimulated, 4 h; Drosophila bursicon receptor LGR2 (rickets);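 active = drop in luminescence signal, shown as inhibition above about 50% in the replicate tests, limit read from the data, passing the limit was not always enough; inconclusive = probably only some replicates passing the limit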;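 also: agonist challenge used bursicon conditioned medium at about half maximal strength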
DENV2 CPE rescue = inhibitors of DENV2 cytopathic effect, primary screen, cell-based, plate reader, single concentration; DENV2-infected cells, cytopathic effect rescue; CPE inhibition, % at 9.99 µM; 350,000 compounds, 1.7% hits; AID 651640, 2012; in the data active = CPE inhibition above about 20%, passing the limit was not always enough; inconclusive = no clear call, values can overlap the other calls; tested in BHK-21 cells;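 also: 0% = median of neutral control wells and 100% = median of positive control wells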
PAX8 inh HTS = inhibitors of PAX8-driven TPO luciferase reporter, primary screen, RMG-I cells, single concentration. SteadyGlo, 24 h. inhibition, % at 12.6 µM. 360,000 compounds, 1.2% hits. AID 652154, 2013;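 active = mean replicate inhibition at least 60% with every replicate also reaching 60%; inconclusive = only one of the two criteria is met; inactive = mean below 60% and not all replicates reaching 60%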;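 also: luciferase light reporting Pax8 driven TPO promoter activity; plate controls were median of neutral control wells for no effect and mitoxantrone controls for full effect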
ARNT-TACC3 inh = disruptors of ARNT/TACC3 protein interaction, primary screen, biochemical, AlphaScreen, single concentration; Transforming acidic coiled-coil-containing protein 3 (Homo sapiens), Q9Y6A5; inhibition, % at 9.99 µM; 390,000 compounds, 0.66% hits; AID 623870, 2012; AlphaScreen His-ARNT PAS-B/GST-TACC3 binding, luminescence; TACC3 fragment carries E629A point mutation;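 active = mean inhibition of replicates at least 50% and at least half of replicates each reaching 50%; inconclusive = half or more replicates reach 50% but mean below 50%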;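 also: 0% = complete ARNT plus TACC3 wells and 100% = ARNT alone without TACC3; many hits fall short of the cut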
Casp6 inh = human caspase-6 inhibitors, primary screen, biochemical, VEID-R110 fluorescence, single point, set 2; P55212; purified caspase-6, Z-VEID-R110 cleavage fluorescence; inhibition, % at 12.5 µM; 350,000 compounds, 0.53% hits; AID 686996, 2013;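 active = mean inhibition across replicates at least about 35%, with every replicate also reaching that limit, limit read from the data; inconclusive = only one of the two criteria met; inactive = neither criterion met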;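 also: 0% = median of neutral control wells and 100% = no fluorescence left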
Target sequence (P55212 24-179 limits assumed): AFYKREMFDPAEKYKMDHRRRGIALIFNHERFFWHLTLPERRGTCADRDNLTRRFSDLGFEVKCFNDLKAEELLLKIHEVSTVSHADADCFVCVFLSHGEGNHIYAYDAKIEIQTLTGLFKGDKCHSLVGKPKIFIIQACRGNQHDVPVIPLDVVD
Target sequence (P55212 194-293 limits assumed): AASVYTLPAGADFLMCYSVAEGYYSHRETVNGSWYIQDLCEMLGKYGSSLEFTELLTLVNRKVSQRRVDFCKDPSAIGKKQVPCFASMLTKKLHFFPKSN
EWS-Fli block = EWS/Fli-driven NR0B1 reporter inhibitors, primary screen, A673 cells, NR0B1 luciferase, luminescence, MLPCN library | 350,000 compounds, 0.67% hits | viability-normalised | inhibition, % at 12.6 µM;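 active = mean inhibition of at least 50% after viability correction, with every replicate also passing that limit; inconclusive = mean reaches 50% but only one of two replicates passes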;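 also: firefly luciferase signal divided by Alamar Blue viability fluorescence both relative to DMSO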
SIRT5 block = SIRT5 desuccinylase inhibitors, primary screen, biochemical, fluorescence imaging, single point, set 5 | inhibition, % at 15 µM | 330,000 compounds, 1.1% hits | AID 652115, 2013 | Purified SirT5, succinyl-peptide AMC, trypsin-coupled fluorescence; in the data active = inhibition above about 15%; inconclusive = no clear call, values can overlap the other calls
Target sequence (Q9NXA8 whole entry, looked up): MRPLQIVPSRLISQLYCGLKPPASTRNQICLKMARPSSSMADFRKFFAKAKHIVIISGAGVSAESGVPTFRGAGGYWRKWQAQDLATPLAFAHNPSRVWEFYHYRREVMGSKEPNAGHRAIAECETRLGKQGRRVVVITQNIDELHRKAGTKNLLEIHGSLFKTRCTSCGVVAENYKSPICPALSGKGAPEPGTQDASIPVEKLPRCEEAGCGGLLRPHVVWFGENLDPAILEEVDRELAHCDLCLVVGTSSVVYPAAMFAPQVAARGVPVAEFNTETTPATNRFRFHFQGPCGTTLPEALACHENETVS
Active calls of the source: *; ? = inconclusive; nt = not tested or not shown; & = joins results of further samples.

SMILES	LGR2 inh	DENV2 CPE rescue	PAX8 inh HTS	ARNT-TACC3 inh	Casp6 inh	EWS-Fli block	SIRT5 block
CCOc1ccc(CCNC(=O)CS(=O)Cc2nc(-c3ccc(C)cc3)oc2C)cc1OCC (stereo unspecified)	-1	3	30	-1	5	nt	2
O=C(CCc1nnc(C2CCCCC2)o1)NCc1ccc(F)c(F)c1	-20	5	-24	-7	0	-7	2
CC(C)c1nnc(NC(=O)COc2ccccc2[N+](=O)[O-])s1	-3	3	-29	6	5	-59	-2
COc1ccc2c3c([nH]c2c1)[C@@H](CO)N(Cc1ccccc1F)CC31CCN(S(C)(=O)=O)CC1	3	?	nt	nt	nt	7	nt
O=C(CC(C(=O)O)c1ccccc1)c1cccs1 (stereo unspecified)	-4	-2	12	-4	1	-8	-2
CCCC#Cc1ccc([C@H]2[C@@H](CO)N3C(=O)CN(C(=O)Nc4cccc(F)c4)C[C@@H]23)cc1	8	1	36	nt	3	-4	8
COc1ccc(S(=O)(=O)N(C)C[C@@H]2Oc3ccc(NS(=O)(=O)c4cn(C)cn4)cc3C(=O)N([C@@H](C)CO)C[C@@H]2C)cc1	5&10	-6	-7	-1	2	-1&4	-5
CCCCc1c(-c2ccccc2OC)ncn1Cc1cccc(-c2ccccc2)c1	26	-15	21	nt	-3	8	nt
CC(C)CN1C(=O)c2ccc(NC(=O)Cc3ccccc3)cc2C1=O	19	nt	9	-2	1	-12	-5
O=C(NCc1cccnc1)c1cc(C2CCCN(C(=O)c3ccc4c(c3)CCO4)C2)on1 (stereo unspecified)	-5	16	-4	nt	-5	-1	0
O=C(NCCC1CCCCN1S(=O)(=O)c1ccc(Cl)cc1)C(=O)NCc1ccncc1 (stereo unspecified)	-2	3	97*	2	-4	11	-3
CCCNC(=O)N1CC2(CN(S(=O)(=O)c3ccc(OC)cc3)C2)c2c(n(C)c3cc(OC)ccc23)[C@H]1CO	-4	17	18	nt	0	5	16*
Cc1ccc(S(=O)(=O)N(C)C[C@H]2Oc3cc(-c4cccc(F)c4)ccc3S(=O)(=O)N([C@H](C)CO)C[C@H]2C)cc1	23	-2	23	-5	-1	1	-3
Nc1ccccc1C(=O)NN=Cc1cccnc1	-14	8	-86	nt	-1	-66	nt
COc1ccc2c3c(n(C)c2c1)[C@@H](CO)NCC31CCN(C(=O)Nc2ccc3c(c2)OCO3)CC1	8	-6	6	nt	0	-7	-2
O=C(c1ccccc1F)N1CCCC(C(=O)N2CCc3ccccc3C2)C1 (stereo unspecified)	14	1	7	-3	3	2	-5
Cc1ccc(C(=O)NCC(=O)NCCc2ccc(S(N)(=O)=O)cc2)s1	1	-1	14	-4	13	2	-2
COc1ccc(OCc2nnc(SCC(=O)NNC(=O)c3ccc(C)cc3)n2C)cc1	-10	4	-11	0	14	6	0
Cc1ccccc1CCNC(=O)C1CCC(=O)N(CCc2cccc(F)c2)C1 (stereo unspecified)	-3	0	-16	5	-7	-15	-2
Cc1ccc(C2=NN(C(=O)CSc3nnnn3C)C(c3ccco3)C2)cc1 (stereo unspecified)	-5	-8	4	-10	-1	-3	-3
CN1[C@@H]2c3ccc(-c4ccccc4F)c(=O)n3C[C@@H]2[C@@H](CO)[C@@H]1C(=O)NCC(F)(F)F	14	6	nt	1	0	-1	-5
Cc1ccc(S(=O)(=O)NCC(=O)N(CC2CCCO2)C(C(=O)NC2CCCCC2)C(C)C)cc1 (stereo unspecified)	12	11	-3	1	6	2	-2
C[C@@H]1CN([C@@H](C)CO)C(=O)c2cc(NS(=O)(=O)c3cn(C)cn3)ccc2O[C@H]1CN(C)Cc1ccc(Oc2ccccc2)cc1	-21	7	nt	-8	1	-2	-1
C[C@H]1CN([C@@H](C)CO)C(=O)c2cc(C#CC(C)(C)O)cnc2O[C@@H]1CN(C)C(=O)C1CCOCC1	14	?	nt	-4	0	-7	-3
Fc1ccc(CCn2c(Cn3c(-c4cnccn4)nc4ccccc43)nc3ccccc32)cc1	1	0	22	nt	2	12	nt
O=C(N[C@H]1CC[C@H](CC(=O)N2CCCCC2)O[C@@H]1CO)c1ccccn1	4	28*	-3	nt	nt	3	-2
O=C(Cc1ccccn1)NCC[C@@H]1CC[C@@H](NC(=O)Nc2ccc(Cl)cc2)[C@@H](CO)O1	-1	3	nt	-6	2	nt	-2
CCSc1nnc(NC(=O)C(C)C)s1	-11	3	-21	2	-4	-9	-1
Cc1ccc(NC(=O)Cc2c[nH]c3ccccc23)cc1S(=O)(=O)N1CCCCCC1	-12	nt	8	-6	nt	nt	nt
CC(=O)NCCC(=O)Nc1cc(S(=O)(=O)N2CCCCC2)ccc1Oc1cccc(C)c1	3	-6	9	-1	-2	nt	-9
O=C1Cc2ccccc2C(=O)N1	22	-10	-32	nt	99*	-26	3
N#Cc1cccc(CSc2ncnc(N)n2)c1	6	-6	6	-3	-3	3	-3
COCCNC(=O)C[C@@H]1CC[C@@H]2[C@H](COc3ccc(NC(=O)c4cnccn4)cc3C(=O)N2C)O1	-2	6	-5	-3	-2	7	-5
Cc1onc(-c2c(F)cccc2Cl)c1C(=O)NNC(=O)C1CCN(Cc2cccc(F)c2)CC1	-6	-4	10	nt	-3	2	-9
CC(Sc1nc2sccc2c(=O)n1-c1ccccc1)C(N)=O (stereo unspecified)	-5	4	6	-10	7	3	3
C[C@@H]1CN([C@H](C)CO)C(=O)c2cccc(NC(=O)C3CCOCC3)c2O[C@@H]1CN(C)C(=O)Nc1cccc2ccccc12	-6	-3	-1	nt	3	-2	nt
Cc1cc(C)cc(C(=O)NC(=S)Nc2ccc(-c3cc4ccccc4oc3=O)cc2)c1	5	nt	-12	3	nt	nt	nt
Cc1cccc(Cc2cnc(N3C(=N)SC(c4ccccc4)C3=O)s2)c1 (stereo unspecified)	0	nt	34	16	0	19	0
C[C@@H]1CN([C@H](C)CO)C(=O)c2cc(C3=CCCC3)cnc2O[C@H]1CN(C)C(=O)Nc1ccc(F)cc1	8	12	nt	8	1	6	-4
CC(OC(=O)CCN1C(=O)C2CC=CCC2C1=O)C(=O)Nc1ccc(F)cc1 (stereo unspecified)	-3	-3	3	31	-4	-1	-1
COc1ccc(N2CC(C(=O)NC3CC(C)(C)NC(C)(C)C3)CC2=O)cc1 (stereo unspecified)	8	1	-15	-6	2	-2	nt
Cc1ccc(OCCn2cc(/C=C3\C(=O)NN(c4ccccc4)C3=O)c3ccccc32)cc1	13	nt	8	-7	nt	nt	nt
O=C(NCc1ccco1)C(=O)c1c[nH]c2ccccc12	-21	-3	-68	nt	0	-19	-1
CCOC(=O)CC(NC(=O)c1cc2ccccc2oc1=O)c1cccc([N+](=O)[O-])c1 (stereo unspecified)	-8	6	-10	-4	6	-2	2
CCc1cc(=O)oc2c(C)c(OCC(=O)NCc3ccccn3)ccc12	-7	-2	-4	nt	2	nt	2
Cc1ccc(C)c(/C=N/NC(=S)NC(C)C)c1	12	nt	3	-1	nt	nt	nt
CSc1cccc(NC(=S)N(CCCN2CCCC2)Cc2cccn2Cc2ccc(Cl)cc2)c1	5	2	17	11	-17	18	-6
CCN(CC(=O)Nc1ccccc1OC)C(=O)C1CCC1	29	5	-3	-3	1	3	-10
CCS(=O)(=O)CCSC1OC(COC(C)=O)C(OC(C)=O)C(OC(C)=O)C1OC(C)=O (stereo unspecified)	15	6	-5	-6	9	11	0
CCCCCCCCN1C(=O)[C@@H](CC(=O)N2CCSCC2)C[C@@]2(C(=O)OC)C1=C[C@H](C(C)(C)C)O[C@@H]2C	1	-10	-12	nt	-5	17	nt
Additional structures.
SMILES	LGR2 inh	DENV2 CPE rescue	PAX8 inh HTS	ARNT-TACC3 inh	Casp6 inh	EWS-Fli block	SIRT5 block
COc1ccc2c3c(n(C)c2c1)[C@@H](CO)N(C(=O)C1CC1)CC31CCN(C(=O)Nc2cccc(F)c2)CC1	13	-1	17	nt	-1	10	-4
COc1ccc(-c2c3c(cc4ncn(Cc5ccccc5)c24)COC3=O)cc1	8	nt	1	16	5	-24	nt
COCCN1C(=O)C(CC(=O)Nc2ccc(C(C)=O)cc2)SC1=Nc1ccccc1 (stereo unspecified)	-1	-3	16	11&3	-3	8	nt
COc1cccc(CN2CC(C(=O)NCCc3cn4cccnc4n3)CCC2=O)c1 (stereo unspecified)	17	2	8	nt	-3	-10	-14
CCC(C)c1ccc(O)c(NC(=O)c2cncc(Br)c2)c1 (stereo unspecified)	1	5	nt	1	0	-8	0
Cc1ccccc1S(=O)(=O)Nc1nc2ccccc2nc1NCCO	-7	nt	nt	-2	4	nt	-6
CCOc1ccc2nc(N(CCN(C)C)C(=O)c3ccc4ccccc4c3)sc2c1	-23	-5	-24	11	-4	nt	0
COc1ccc2[nH]c(=O)c(CN(C(=O)c3cccnc3)c3ccc(C)cc3C)cc2c1	12	1	-5	0	1	6	-11
CC1(C)O[C@@H]2CC3C4C[C@H](F)C5=CC(=O)C=CC5(C)C4C(O)CC3(C)[C@]2(C(=O)CO)O1 (stereo partly specified)	17	-7	-30	-3	6	4	0
C[C@@H]1CN([C@@H](C)CO)C(=O)c2cc(NC(=O)C3CC3)ccc2O[C@@H]1CN(C)S(C)(=O)=O	-8	nt	-8	nt	nt	3	nt
COc1ccccc1C(=O)NCCC(=O)NC1CCCC(C)C1C (stereo unspecified)	-3	0	12	-4	-5	0	0
CCCN1C(=O)c2n[nH]c(C(C)C)c2C1c1cccc(C(F)(F)F)c1 (stereo unspecified)	4	-1	7	nt	2	-19	-1
Cc1ccc(-n2c(CC#N)n[nH]c2=S)c(C)c1	-13	?	17	1	3	1	nt
C[C@@H]1CCCCO[C@H](CN(C)S(=O)(=O)c2cn(C)cn2)[C@@H](C)CN([C@@H](C)CO)C(=O)c2cc(NS(C)(=O)=O)ccc2O1	6	14	nt	11	-8	-1	4
CC(NC(=O)C1CCN(S(=O)(=O)c2ccc(Br)s2)CC1)c1ccccc1 (stereo unspecified)	9	0	9	-7	-4	-2	-2
Cn1cc(S(=O)(=O)N2CCN(c3cccc(Cl)c3)CC2)c(=O)n(C)c1=O	-2	-4	1	2	0	-2	-4
CC(C)NC(=O)NCC[C@@H]1CC[C@H](NS(=O)(=O)c2ccc(-c3ccccc3)cc2)[C@@H](CO)O1	-9	?	-7	4	-1	-7	1
COc1ccc(S(=O)(=O)Nc2ccc3c(c2)C(=O)N([C@@H](C)CO)C[C@H](C)[C@@H](CN(C)C(=O)NC(C)C)OCCCC[C@@H](C)O3)cc1	-3	-9	-10	3	0	-3	7
Cc1noc(C)c1CCC(=O)NC1CCCN(Cc2ccc(CC(C)C)cc2)C1 (stereo unspecified)	-2	2	10	-4	-3	nt	-6
COCCNC(=O)CN(Cc1ccc(F)cc1)C(=O)CCC(=O)Nc1nccs1	-8	-4	8	1	1	0	0
O=C(c1ccc(Cl)cc1)N1CCc2ccccc21	-8	-3	-17	-4	0	-46	-2
C[C@@H]1CN([C@@H](C)CO)S(=O)(=O)c2ccc(C#CC3CC3)cc2O[C@@H]1CN(C)Cc1ccccc1F	20	17	nt	nt	nt	15	nt
CC(=O)N1CCCN(Cc2nc(C3(c4ccc(C)cc4)CCCC3)no2)CC1	5	11	13	14	-8	7	-2
CCC(=O)Nc1ccc(NC(=O)CSc2nnnn2CC)cc1C	nt	nt	nt	-8	4	nt	-3

An excerpt from above, limited to SIRT5 block, Casp6 inh and PAX8 inh HTS.
mol | SIRT5 block | Casp6 inh | PAX8 inh HTS
CCC(=O)Nc1ccc(NC(=O)CSc2nnnn2CC)cc1C | -3 | 4 | nt
CC(=O)N1CCCN(Cc2nc(C3(c4ccc(C)cc4)CCCC3)no2)CC1 | -2 | -8 | 13
